Mcl1-Bid inh = Mcl-1/Bid interaction inhibition; Q07820; TR-FRET Mcl-1/Bid-Dy647 peptide binding, 1536-well; inhibition, % at 21.7 µM; hit rate 0.97% among 220,000;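 active means compounds that cut the binding signal by more than half at the single screening dose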;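 further: His-tagged Mcl-1 with europium anti-His antibody binding Bid BH3 peptide; 0% = Mcl-1 plus peptide wells and 100% = peptide-only wells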
Bfl-1 Bim block = disrupts Bim binding to human Bfl-1 | Bead-based flow cytometry, Bim-Bfl-1 binding inhibition | inhibition, % at 10 µM | hit rate 0.12% among 190,000;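 further: 0% = wells without compound plus tracer and 100% = blocker peptide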
RGS7-Gao reg = modulates binding of RGS7 to human Galphao. AID 1439. hit rate 0.35% among 220,000. P09471. binding response (% of control), % at 10 µM. Multiplexed bead flow cytometry; actives lie on both sides; in the data active means binding response below about 49% or above about 150%; inconclusive means no clear call, values can overlap the other calls; inactive means in between;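 further: fluorescent Galphao held in activated GDP-AlF4 state binding bead-coupled RGS7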
Target sequence (P09471 whole entry, looked up): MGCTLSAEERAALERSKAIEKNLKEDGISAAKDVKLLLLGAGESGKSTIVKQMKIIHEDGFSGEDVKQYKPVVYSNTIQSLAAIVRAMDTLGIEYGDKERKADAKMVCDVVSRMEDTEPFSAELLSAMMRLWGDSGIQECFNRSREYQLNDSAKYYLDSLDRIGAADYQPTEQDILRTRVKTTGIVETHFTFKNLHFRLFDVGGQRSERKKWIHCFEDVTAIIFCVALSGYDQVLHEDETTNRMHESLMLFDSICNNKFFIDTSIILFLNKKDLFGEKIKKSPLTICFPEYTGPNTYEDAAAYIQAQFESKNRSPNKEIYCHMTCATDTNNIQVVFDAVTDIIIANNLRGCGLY
Bcl-W Bim block = inhibitors of Bim-Bcl-W interaction, human. Q92843. bead-based flow cytometry, Bim peptide-Bcl-W binding. inhibition, % at 10 µM. hit rate 0.02% among 190,000;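 further: 0% = bound tracer without compound and 100% = peptide blocker; higher means less fluorescent Bim peptide bound to Bcl-W beads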
Bim-Bcl-2 = inhibitors of Bim-Bcl-2 interaction, human | hit rate 0.06% among 190,000 | inhibition, % at 10 µM | Bead-based flow cytometry, Bim peptide-Bcl-2 binding | AID 950 | P10415; in the data active means inhibition above about 40%; inconclusive means no clear call, values can overlap the other calls;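 further: 0% = no compound wells with probe peptide and 100% = reference peptide inhibitor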
Target sequence (P10415 whole entry, looked up): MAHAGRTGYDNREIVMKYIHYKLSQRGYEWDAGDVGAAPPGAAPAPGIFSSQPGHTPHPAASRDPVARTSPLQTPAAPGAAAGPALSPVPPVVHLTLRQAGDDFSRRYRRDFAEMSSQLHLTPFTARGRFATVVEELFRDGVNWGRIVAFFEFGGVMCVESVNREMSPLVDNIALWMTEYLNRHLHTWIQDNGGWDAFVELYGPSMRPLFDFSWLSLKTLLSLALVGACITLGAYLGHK
GSH bead fluor = compound fluoresces at 488/530 nm on GSH beads. GSH beads flow cytometry, compound fluorescence 488/530 nm; stronger effect = higher value. fluorescence (KMESF) at 10 µM. hit rate 0.25% among 190,000; in the data active means fluorescence above about 89;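 further: glutathione beads carrying GST-tagged Bcl family fusion proteins plus one bare bead set; values are compound well signal with DMSO vehicle wells as background; inactives centre near 16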
Bim-Bcl-XL = human Bim-Bcl-XL interaction inhibition | Q07817 | Bim peptide-Bcl-XL binding, bead flow cytometry, fluorescence | inhibition, % at 10 µM | hit rate 0.04% among 190,000
Target sequence (Q07817 whole entry, looked up): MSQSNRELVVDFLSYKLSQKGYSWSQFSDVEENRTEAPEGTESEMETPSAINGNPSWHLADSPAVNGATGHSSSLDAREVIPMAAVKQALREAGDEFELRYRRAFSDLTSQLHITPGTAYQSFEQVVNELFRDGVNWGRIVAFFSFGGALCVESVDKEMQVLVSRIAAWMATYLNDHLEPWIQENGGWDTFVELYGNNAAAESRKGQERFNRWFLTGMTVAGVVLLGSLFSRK
Mcl-1 Bim block = human Bim-Mcl-1 interaction inhibition; inhibition, % at 10 µM; Bead-based flow cytometry, Bim peptide-Mcl-1 binding; AID 1009; Q07820; hit rate 0.1% among 190,000;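 further: 0% = no compound tracer wells and 100% = peptide blocker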
Bim-Bcl-B = human Bim-Bcl-B interaction inhibition; Q9HD36; bead-based flow cytometry, Bim peptide-Bcl-B binding; inhibition, % at 10 µM; hit rate 0.073% among 190,000; AID 951;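 further: 0% = tracer peptide without compound and 100% = reference inhibitor peptide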
Target sequence (Q9HD36 whole entry, looked up): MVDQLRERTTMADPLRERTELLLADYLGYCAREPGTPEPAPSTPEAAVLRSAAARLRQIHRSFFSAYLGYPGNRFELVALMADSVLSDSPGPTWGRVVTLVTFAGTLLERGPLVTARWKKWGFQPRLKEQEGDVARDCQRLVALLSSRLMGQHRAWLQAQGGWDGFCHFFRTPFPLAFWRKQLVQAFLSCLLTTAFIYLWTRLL
RGS4-Gao reg = modulates binding of RGS4 to human Galphao; P09471; Multiplexed bead flow cytometry; actives lie on both sides; binding response (% of control), % at 10 µM; hit rate 0.33% among 220,000; in the data active means binding response below about 49% or above about 150%; inactive means in between;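 further: fluorescent Galphao activated with aluminum fluoride binding bead-coupled RGS4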
RGS8-Gao = modulates binding of RGS8 to human Galphao; hit rate 0.34% among 220,000; response (percent of control binding), % at 10 µM; P09471; multiplexed bead flow cytometry; actives lie on both sides; in the data active means response below about 60% or above about 140%; inactive means in between;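 further: Galphao activated as the GDP aluminium fluoride complex binding bead-coupled RGS8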
Numbers without * were called inactive; ? = inconclusive; . = no result given; [ ] = dose if it differs, or a comment. Unless noted, no stated cut-off is given here; in the data, active means inhibition above about 40%.

Mcl-1 Bim block,Bcl-W Bim block,Bim-Bcl-B,RGS7-Gao reg,Bim-Bcl-2,Bfl-1 Bim block,RGS8-Gao,GSH bead fluor,RGS4-Gao reg,Bim-Bcl-XL,Mcl1-Bid inh,SMILES
-2,-2,-11,100,-11,-20,103,25,101,-8,-36,O=C1CC(NCc2ccc3c(c2)OCO3)C(=O)N1Cc1ccc2c(c1)OCO2 (stereo not drawn)
-1,-4,-5,?,-4,-8,103,14,101,-2,-9,CCOc1ccc(NC(=O)CN(C)CC(=O)Nc2ccc(Br)cc2F)cc1OCC
-1,0,-8,90,-7,-13,93,62,87,-1,-8,COc1ccc(S(=O)(=O)NCC(=O)N(CC(=O)NCC2CCCO2)c2c(C)cccc2C)cc1 (stereo not drawn)
4,3,4,102,8,5,99,9,102,6,-11,COC(=O)c1cc(CNC(=O)c2cccc(Cl)c2)ccc1OC
1,4,1,96,-2,1,99,7,97,1,-29,COc1cccc2c(=O)c3cccc(N)c3[nH]c12
1,0,-2,96,-1,-6,98,11,100,0,-32,CCN1CCN(C(=O)c2ccc(C(F)(F)F)cc2)CC1
-1,0,-5,102,-5,-12,103,10,100,0,-20,Cc1ccc(OCC(=O)NNC(=O)c2cc(C)[nH]n2)cc1
-7,-6,-5,96,-6,-3,98,9,97,-3,-88,CC1(C)CC(=O)C(C2NCCc3ccccc32)=C(O)C1 (stereo not drawn)
-2,-1,-8,92,-1,-5,98,11,95,-4,-38,COc1cc(NC(=S)NCC2CCCO2)c(OC)cc1Cl (stereo not drawn)
-2,-5,-8,99,-2,-13,104,19,99,-7,-6,Cc1ccc(NC(=O)CSc2nnc(C)n2-c2ccccc2)cc1
.,.,.,104,?,.,99,173*,106,.,-32,COC(=O)c1cc(NC(=O)c2cccc(Cl)c2)c(=O)oc1/C=C/Nc1cc(C)cc(C)c1
-4,-1,-11,115,-11,-13,108,35,110,-1,-1,O=C(COC(=O)Cc1ccsc1)NCC1CCCCC1
0,0,-13,96,-8,-14,101,38,98,-5,0,Cc1nc2ccc(NS(=O)(=O)c3ccc4c(c3)OCCO4)cc2s1
-5,-2,-10,98,-10,-12,100,15,100,-7,-11,CC(Sc1nc(-c2ccc(F)cc2)cs1)C(=O)N1c2ccccc2CC1C (stereo not drawn)
-3,-3,-8,105,-7,-15,106,16,105,-8,-13,Cc1cccc(N(C(=O)c2nsc(Cl)c2Cl)C(C(=O)NC2CCCC2)c2ccc(O)cc2)c1 (stereo not drawn)
-1,0,-3,98,-5,-5,100,11,100,-2,4,CN(NS(=O)(=O)c1ccc(Cl)cc1)c1nc(C(F)(F)F)nc2ccccc12
0,0,-7,101,-7,-13,101,5,101,0,-47,Cc1[nH]c2ccc3c(ncn3CCC#N)c2c1C
-3,-11,-12,93,-10,-11,95,14,93,-10,-4,CCOC(=O)N1CCc2c(sc(NC(=O)c3ccc(S(=O)(=O)N4CCCC4)cc3)c2C#N)C1
2,0,2,100,0,1,100,23,103,2,-15,c1ccc(OCCCn2nnc(-c3ccc(N4CCOCC4)cc3)n2)cc1
-1,-3,-4,95,2,1,89,15,93,-1,5,CCc1cccc(NC(=O)c2ccc(Cn3c(=O)[nH]c4ccsc4c3=O)cc2)c1
-4,-3,-1,102,-3,-3,105,24,103,0,-12,COc1cccc(-c2nc(CS(=O)CC(=O)NCCCOC(C)C)c(C)o2)c1 (stereo not drawn)
0,3,-5,96,-4,-9,94,41,90,-6,-37,CCOc1ccccc1OCCCC(=O)NC1=NCCS1
2,6,-5,97,-3,-9,100,58,95,-10,-51,O=c1[nH]c2cc3c(cc2cc1C(c1nnnn1Cc1ccccc1)N1CCCCCC1)OCCO3 (stereo not drawn)
0,3,-3,106,0,2,108,10,104,0,-54,COc1ccc(NCC(=O)N/N=C/C(C)c2ccccc2)cc1 (stereo not drawn)
0,5,-5,102,-7,-5,100,9,102,-4,-31,CC(C)(C)OC(=O)NCCc1nnc(SCC(=O)c2ccc(Cl)cc2)o1
0,1,0,106,1,0,117,22,104,0,-24,N#Cc1cccc(C(c2nnnn2C2CCCC2)N2CCCCCC2)c1 (stereo not drawn)
-2,1,-10,99,-10,-10,101,34,100,-9,-33,CCCOC(=O)C1=C(C)NC2=C(C(=O)CCC2)C1c1ccc(N(C)C)cc1 (stereo not drawn)
-1,-2,-5,97,-1,-4,102,10,98,-1,8,COC(=O)CNS(=O)(=O)c1ccc(Cc2ccc(S(=O)(=O)NCC(=O)OC)cc2)cc1
-1,-1,-8,98,-8,-13,96,41,90,-12,-9,COc1ccc(NC(=O)C(NC(C)=O)C(=O)NCc2ccccc2OC)cc1 (stereo not drawn)
0,0,-5,98,-3,-6,97,19,98,-3,-32,COc1ccccc1CNC(=O)c1cccc2c1C(=O)N(Cc1cccnc1)C2

Some of these compounds in order of the RGS8-Gao value, largest number first.
Mcl-1 Bim block,Bcl-W Bim block,Bim-Bcl-B,RGS7-Gao reg,Bim-Bcl-2,Bfl-1 Bim block,RGS8-Gao,GSH bead fluor,RGS4-Gao reg,Bim-Bcl-XL,Mcl1-Bid inh,SMILES
-1,0,-5,102,-5,-12,103,10,100,0,-20,Cc1ccc(OCC(=O)NNC(=O)c2cc(C)[nH]n2)cc1
-5,-2,-10,98,-10,-12,100,15,100,-7,-11,CC(Sc1nc(-c2ccc(F)cc2)cs1)C(=O)N1c2ccccc2CC1C (stereo not drawn)
4,3,4,102,8,5,99,9,102,6,-11,COC(=O)c1cc(CNC(=O)c2cccc(Cl)c2)ccc1OC
-1,-3,-4,95,2,1,89,15,93,-1,5,CCc1cccc(NC(=O)c2ccc(Cn3c(=O)[nH]c4ccsc4c3=O)cc2)c1

(continued)
Mcl-1 Bim block,Bcl-W Bim block,Bim-Bcl-B,RGS7-Gao reg,Bim-Bcl-2,Bfl-1 Bim block,RGS8-Gao,GSH bead fluor,RGS4-Gao reg,Bim-Bcl-XL,Mcl1-Bid inh,SMILES
-1,-1,0,97,-1,-1,105,9,97,-5,-18,C=CCC(NCc1ccccc1)c1ccccc1 (stereo not drawn)
-1,-3,-7,103,-7,-7,102,12,100,-2,-19,O=C(CS(=O)(=O)c1cn(Cc2ccc(Cl)cc2)c2ccccc12)N1CCCC1
0,9,2,97,2,8,100,22,99,7,-40,Cc1ccc(SCC(=O)N2CCC(C(N)=O)CC2)cc1
-1,2,-7,100,-1,0,97,23,101,0,-87,COc1cccc(-c2csc(N3CCN(C(=S)Nc4ccccc4OC)CC3)n2)c1
0,4,-6,95,-5,-9,100,11,100,-3,9,Cc1nc(NCC2CCCO2)c2oc3ccccc3c2n1 (stereo not drawn)
7,0,0,99,10,5,101,14,103,2,-5,CCOC(=O)c1ccc(NC(=O)N2CCc3ccccc32)cc1
-6,-4,2,91,1,0,99,8,90,-2,2,COc1cc(NC(=O)CN2CCN(c3ccccc3)CC2)c(C)cc1[N+](=O)[O-]
0,-2,-5,95,-3,-2,100,16,97,-1,-38,N=C1C(c2nc3ccccc3s2)=C(O)CN1NC(=O)c1ccccc1[N+](=O)[O-]
-1,0,-6,102,2,5,113,10,108,-1,-2,O=C1C2C3C=CC(C3)C2C(=O)N1/N=C/c1ccc(-c2ccccc2[N+](=O)[O-])o1 (stereo not drawn)
-1,-1,0,101,-2,0,101,12,100,0,-13,CC1(C)CC(=O)c2cnc(N)nc2C1
0,0,-1,100,-4,-2,98,13,100,-1,2,CCOc1ccc(NC(=O)CSc2nnc(CNC(=O)c3ccco3)o2)cc1
-1,1,-4,98,-7,-7,100,20,101,-2,-28,COc1ccc(C(=O)NCc2cn3ccsc3n2)cc1OC
-3,-3,-10,?,-9,-4,106,17,159*[activator],-3,-46,Cc1[nH]c2ccccc2c1/C=N/NC(=S)NCc1ccccc1
-6,-6,-6,101,-6,-13,103,15,103,-9,-2,CCCc1cc(C(=O)Nc2ccccc2SC)no1
-8,-3,-8,101,-10,-20,105,39,100,-10,-4,COc1cc(C(c2nnnn2C(C)(C)C)N2CCN(C)CC2)cc(OC)c1OC (stereo not drawn)
14,14,11,97,20,26,95,27,100,16,-5,O=C(NCC1COc2ccccc2O1)C1CCCN(S(=O)(=O)c2cccc3nsnc23)C1 (stereo not drawn)
0,0,-2,98,0,-3,99,10,97,-4,19,COc1cccc(N/C=C/c2onc(C)c2[N+](=O)[O-])c1
1,0,0,105,0,1,104,14,107,2,-44,COc1ccc(C(=O)Oc2cc(/C=N/NS(=O)(=O)c3ccc(C)cc3)ccc2OC)cc1
0,0,-1,105,-2,-1,101,11,103,-1,-18,CC(C)N1CCN(Cc2coc3ccccc3c2=O)CC1CCO (stereo not drawn)
0,-1,-6,104,2,5,103,9,99,-4,6,CCCCc1c(C)nc2c(OC)cccc2c1SCCC(=O)O
0,1,3,103,-18,0,107,14,107,1,0,Cc1ccc(N(CC(=O)Nc2ccccc2C(=O)N2CCOCC2)S(C)(=O)=O)cc1
0,-3,-1,103,-3,-2,101,4,107,-1,-32,COc1cc(-c2nnc(SCC3(c4ccccc4)OCCO3)o2)cc(OC)c1OC
-2,1,-1,98,0,-3,101,29,99,-1,-7,O=C(CCSc1ccccc1)NCC1CCCO1 (stereo not drawn)
-4,-2,-2,99,0,0,93,9,97,-3,0,COc1cc(CNCCNCC(C)O)ccc1OCc1ccc(Cl)nc1 (stereo not drawn)
-1,0,-2,94,2,-1,95,13,91,0,-27,C=CCn1c(CCC(=O)O)ccc1-c1ccccc1
2,0,-6,108,-8,-10,105,4,104,-3,-4,Cc1cc(NC(=O)CCC(=O)N(C2CC2)C2(C(=O)NC3CCCC3)CCC(C)CC2)no1 (stereo not drawn)
-2,0,1,88,0,0,99,7,96,3,-51,COc1ccc(-c2nc(-n3c(C)c(C(C)=O)c(C(C)=O)c3C)sc2C)cc1OC
-6,0,-13,95,-1,-1,97,11,99,-3,-27,CN(C)/C=C1\NC(=S)N(c2ccccc2)C1=O
-3,-3,-10,105,-6,-17,103,22,101,-8,-21,N#CC1=C(Nc2ccccc2)SC=C(c2ccc(F)cc2)N=C1N1CCOCC1
-11,-11,-16,105,-4,-5,100,15,103,-13,-36,Cc1cccc(C)c1-n1c(C)cc(/C=C2\NC(=O)NC2=O)c1C
-3,0,-5,101,-2,-2,100,22,103,1,-23,CCN(C(=O)COC(=O)c1c(C)nn(-c2ccccc2)c1C)C1CCS(=O)(=O)C1 (stereo not drawn)
0,0,-5,102,-7,-9,98,29,98,-6,-9,CC(NC(=O)Cn1cnnn1)C12CC3CC(CC(C3)C1)C2 (stereo not drawn)
-2,0,-6,102,-8,-14,103,31,98,-4,0,CCOC(=O)CNS(=O)(=O)c1ccc(S(=O)(=O)N2CCCC2)cc1
0,0,-2,95,-1,-1,99,23,98,2,-21,CCCCCCNC(=O)Nc1ccccc1
-1,-2,-10,98,-6,-4,97,14,96,-6,-3,O=C(c1cc([N+](=O)[O-])ccc1N1CCCCC1)N1CCc2ccccc21
5,7,1,94,-1,-13,98,4,95,-3,-24,CC1(C)CC(=O)c2c(nn(-c3ccccc3)c2N)C1
3,-1,0,105,3,1,105,21,106,0,-19,Cc1cccc(NC(=O)Nc2ccc3c(c2)N(C)C(=O)CS3)n1
0,0,-3,102,-4,-4,102,19,103,-1,-25,CS(=O)(=O)N1CCN(C(=O)c2cc(-c3cccnc3)nc3ccc(Cl)cc23)CC1

Bioassay records deposited in PubChem by several laboratories.
